# CHO-K1 Ca ag – counter-screen for M1 agonists: effect in parental CHO-K1 cells | Fluo-8 calcium fluorescence; scaled to maximal ATP response, vehicle zero | activation, % at 3 µM | hit rate 0.48% among 360,000; in the data active = activation above about 15%;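 note: untransfected CHO-K1 host cells lacking M1 receptor as counterscreen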
# M5 ag – CHRM5 agonism in calcium assay; P08912; CHO-K1 hM5 cells, Fluo-8 calcium fluorescence; 0% DMSO wells, 100% maximal acetylcholine response; activation, % at 3 µM; hit rate 0.19% among 360,000; AID 624037;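 active = activation above the run's mean over test compounds plus 3 SD, cut at about 23% in these data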;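 note: signal is peak over basal fluorescence ratio across the kinetic read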
# Target sequence (P08912 whole entry, looked up): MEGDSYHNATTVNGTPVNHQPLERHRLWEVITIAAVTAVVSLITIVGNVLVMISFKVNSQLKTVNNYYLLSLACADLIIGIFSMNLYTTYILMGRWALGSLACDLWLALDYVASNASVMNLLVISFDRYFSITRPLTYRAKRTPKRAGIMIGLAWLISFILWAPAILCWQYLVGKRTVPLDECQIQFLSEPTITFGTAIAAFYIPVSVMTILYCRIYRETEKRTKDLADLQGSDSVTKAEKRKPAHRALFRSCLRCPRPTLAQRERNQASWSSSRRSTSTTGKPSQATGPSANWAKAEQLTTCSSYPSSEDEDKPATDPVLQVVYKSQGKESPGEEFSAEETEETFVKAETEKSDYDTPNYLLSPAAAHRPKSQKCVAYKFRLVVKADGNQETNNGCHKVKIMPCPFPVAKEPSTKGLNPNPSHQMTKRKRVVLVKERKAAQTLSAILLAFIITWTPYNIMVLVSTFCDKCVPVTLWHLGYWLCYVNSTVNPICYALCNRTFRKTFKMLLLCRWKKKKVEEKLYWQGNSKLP
# M5 antag – blocks acetylcholine activation of human M5 receptor | P08912 | CHO-hM5 cells, Fluo-8 calcium fluorescence, ACh EC80 | inhibition, % at 3 µM | hit rate 0.59% among 360,000 | AID 624040;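 active = inhibition above a per-plate cutoff, the mean of that plate's test compounds plus 3 SD, cut at about 27% in these data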;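 note: 0% = acetylcholine EC80 with DMSO and 100% = DMSO without agonist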
# CHRM4 agonist – CHRM4 agonism in calcium assay; AID 624127; CHO-K1 hM4/Gqi5, Fluo-8 calcium fluorescence; vehicle 0%, full acetylcholine response 100%; activation, % at 3 µM; P08173; hit rate 0.14% among 360,000;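 active = activation above the run mean over all test wells plus 3 SD, cut at about 32% in these data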;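 note: peak over basal fluorescence ratio per well then scaled between controls; 0% = DMSO wells and 100% = acetylcholine at EC100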
# M5 PAM – positive allosteric modulators of human muscarinic M5 receptor; activation, % at 3 µM; CHO-K1 hM5, Fluo-8 calcium, ACh EC20 PAM; 0% = ACh EC20, 100% = ACh EC100; AID 624038; hit rate 0.3% among 360,000; P08912;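 active = activation above the run cutoff, the mean activation of all test compounds plus 3 SD, cut at about 18% in these data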
#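 System – CHO-K1 hM5 cells · Compound – 3 µM, single dose · Incubation – compound preincubation 140 s before EC20 acetylcholine addition · Technique – Fluo-8 calcium fluorescence · Measure – Max/basal fluorescence ratio as % of EC20–EC100 ACh window · Benchmarks – low control EC20 acetylcholine (0%), high control EC100 acetylcholine (100%) · Replication – singlicate, one well per test compound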
# M4 PAM – positive allosteric modulators of human muscarinic M4 receptor; AID 624126; activation, % at 3 µM; hit rate 0.4% among 360,000; P08173; CHO-K1 hM4/Gqi5, Fluo-8 calcium fluorescence, ACh EC20; 0% = ACh EC20, 100% = maximal ACh;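 active = activation above its plate's cutoff, the mean activation of sample wells plus 3 SD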; note: some results filed as inactive read as strong as hits
# CHO-K1 Ca antag – nonselective inhibitor or artifact in parental CHO-K1 cells; ATP-induced calcium, Fluo-8 fluorescence; inhibition, % at 3 µM; hit rate 0.6% among 360,000; AID 602250;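 active = inhibition above a per-plate cutoff, the plate's mean sample inhibition plus 3 SD, cut at about 24% in these data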;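 note: 0% = DMSO plus EC80 ATP and 100% = DMSO alone without ATP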
# CHRM4 antagonist – CHRM4 antagonism in calcium assay. P08173. CHO-hM4 cells, ACh EC80, Fluo-8 calcium fluorescence. hit rate 0.73% among 360,000. AID 624125. inhibition, % at 3 µM;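 active = inhibition above its plate's cutoff, the mean inhibition of sample wells plus 3 SD, cut at about 27% in these data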;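 note: 0% = acetylcholine EC80 with DMSO and 100% = DMSO without agonist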
# CHO-K1 Ca PAM – M1 PAM counterscreen hit in parental CHO-K1 cells | hit rate 0.02% among 360,000 | activation, % at 3 µM | ATP EC20, Fluo-8 calcium fluorescence; 0% at ATP EC20, 100% at ATP max;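 active = activation above the run cutoff, the mean activation of all test compounds plus 3 SD, cut at about 40% in these data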;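 note: peak over basal fluorescence ratio in a 140 s read after ATP addition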
# Starred values were filed as active, the others as inactive.
No. | Molecule | CHO-K1 Ca ag | M5 ag | M5 antag | CHRM4 agonist | M5 PAM
1 | Nc1nc2ccccc2n1/N=C/c1cccnc1 | 0.1 | -2.2 | 2.4 | 0.8 | 5.5
2 | Cc1ccc(/C=C/C(=O)Nc2nnc(SCc3ccc(C#N)cc3)s2)o1 | 0.2 | -0.8 | -3.5 | 2.3 | 2.6
3 | COCCNC(=O)Nc1ccc2nc(-c3cccs3)c(-c3cccs3)nc2c1 | 1.8 | -3.7 | 22.8 | 5.6 | -19.1
4 | CC(=O)N1CCN(S(=O)(=O)c2cccc(C(=O)N3CCN(S(=O)(=O)c4c(C)c(C)cc(C)c4C)CC3)c2)CC1 | 0.5 | -2.9 | 5.9 | -0.1 | -4.7
5 | Cc1cc(Cn2ccnc2)c(C)cc1Cn1ccnc1 | 1.6 | -5.2 | 4.9 | 3.6 | -9.9
6 | Cn1cccc1/C=N/N1CCN(Cc2ccccc2)CC1 | 6.7 | -0.8 | 14.5 | 12.5 | -10.9
7 | CN(CCCOc1ccccc1F)Cc1ccccc1 | 0.4 | -10.2 | -21.0 | 0.6 | 7.1
8 | CC(=O)c1cc2c(cc1NC(=O)CN(C)S(=O)(=O)c1cccs1)OCO2 | 0.2 | -1.7 | -2.3 | 0.1 | 9.3
9 | CCn1nc(NC(=O)c2cccs2)c2cc3ccccc3nc21 | 3.6 | -0.3 | -2.8 | 10.9 | -14.5
10 | COc1ccccc1Cn1cnc2cccnc21 | 1.0 | -3.5 | 11.1 | 9.1 | -18.2

No. | M4 PAM | CHO-K1 Ca antag | CHRM4 antagonist | CHO-K1 Ca PAM
1 | 6.1 | 4.9 | -0.8 | -2.8
2 | 12.6 | -9.7 | -5.2 | 13.6
3 | -2.7 | 2.1 | 2.2 | 4.8
4 | -0.2 | 2.5 | 4.3 | -4.1
5 | 3.6 | -30.8 | -15.3 | -5.1
6 | -25.0 | -2.6 | 5.4 | 8.9
7 | 2.9 | -15.4 | -11.1 | 18.8
8 | 14.1 | -9.8 | -22.7 | -12.2
9 | -10.5 | -7.0 | -4.1 | 13.0
10 | -5.4 | 21.8 | -1.1 | -6.6

# Later entries
No. | Molecule | CHO-K1 Ca ag | M5 ag | M5 antag | CHRM4 agonist | M5 PAM
11 | CCCCNC(=O)C1CCN(C/C(C)=C/c2ccccc2)CC1 | 0.9 | -2.5 | 1.1 | 2.1 | -2.3
12 | COc1ccc(N2C(=S)N=C(Nc3cccc(C)c3)C23CCCCC3)cc1 | 0.0 | -0.2 | -5.3 | 0.4 | 5.3
13 | Cc1nc2ccccc2cc1C(=O)N/N=C/c1cccs1 | 0.3 | -0.5 | -3.6 | 0.5 | 2.7
14 | Cc1cc(N2CCN(C)CC2)n2cc(-c3ccc(F)cc3)nc2n1 | -0.3 | -1.6 | 3.5 | 0.5 | -3.6
15 | COc1ccc(NC(=O)CNc2ccccc2C(C)=O)cc1S(=O)(=O)N1CCOCC1 | 0.5 | 1.9 | 1.5 | 1.8 | 2.6
16 | CCN(CC)c1ccc(NC(=O)COC(=O)CCC(=O)c2ccc(F)cc2)cc1 | 1.3 | -3.7 | 2.1 | 2.7 | -2.4
17 | O=C(O)c1ccccc1-c1ccccc1C(=O)Nc1cccc(Br)c1 | 0.1 | 0.0 | -0.9 | -0.3 | -0.3
18 | Cc1[nH]c2ccccc2c1C(c1ccccn1)c1c(C)[nH]c2ccccc12 | 0.2 | -6.3 | 17.0 | 0.4 | -6.3
19 | COc1ccc(CCNC(=O)C2CCCN(S(C)(=O)=O)C2)cc1OC (stereo unspecified) | 0.4 | -0.7 | -0.7 | 2.2 | 3.4
20 | Cc1cc(C)c(NC(=O)CN(c2ccccc2)S(=O)(=O)N(C)C)c(C)c1 | 0.7 | 4.8 | 1.4 | 1.8 | -2.7

No. | M4 PAM | CHO-K1 Ca antag | CHRM4 antagonist | CHO-K1 Ca PAM
11 | 5.8 | -12.4 | -4.1 | 16.8
12 | 4.2 | -6.3 | -4.2 | 20.5
13 | 0.6 | 3.9 | 4.2 | -4.6
14 | -3.9 | 7.4 | 8.6 | -1.5
15 | 5.0 | -6.8 | 8.7 | -2.5
16 | 0.4 | -2.4 | -5.9 | 15.8
17 | -7.7 | -11.2 | 5.5 | 16.9
18 | 1.3 | -7.6 | -6.4 | 19.3
19 | 9.4 | -8.3 | -6.2 | 6.7
20 | 6.9 | -11.4 | -7.1 | 12.0

# Continued.
No. | Molecule | CHO-K1 Ca ag | M5 ag | M5 antag | CHRM4 agonist | M5 PAM
21 | COc1cc(N/C(N)=N/c2nc(C)cc(C)n2)c(OC)cc1Cl | 4.9 | -1.3 | 10.3 | 7.8 | -8.0
22 | O=C(/C=C/c1ccc([N+](=O)[O-])cc1)NCCc1ccccc1 | 1.1 | -3.2 | -9.2 | 2.0 | -0.6
23 | CCC(=O)Nc1nc(C)c(-c2csc(Nc3cccc(O)c3)n2)s1 | -0.4 | 0.4 | 0.6 | -0.4 | 2.5
24 | N#Cc1ccc(/C=C2\CCCCn3c2nc2cc(C(=O)O)ccc2c3=O)cc1 | 0.0 | -2.9 | 2.1 | 1.5 | 6.4
25 | O=C1CN(C(=O)c2ccccc2F)C(c2ccccc2)c2cc(Cl)ccc2N1 (stereo unspecified) | 8.0 | -1.6 | 9.4 | 9.1 | -4.5

No. | M4 PAM | CHO-K1 Ca antag | CHRM4 antagonist | CHO-K1 Ca PAM
21 | -8.4 | 9.3 | -1.1 | -5.5
22 | -0.7 | -4.7 | -4.8 | 22.2
23 | -5.1 | 21.2 | -0.3 | -3.4
24 | 4.8 | -8.8 | 3.0 | 0.4
25 | -8.8 | -8.4 | 3.2 | 8.8

# Grouped by structure: those above with sulfur.
No. | Molecule | CHO-K1 Ca ag | M5 ag | M5 antag | CHRM4 agonist | M5 PAM
2 | Cc1ccc(/C=C/C(=O)Nc2nnc(SCc3ccc(C#N)cc3)s2)o1 | 0.2 | -0.8 | -3.5 | 2.3 | 2.6
3 | COCCNC(=O)Nc1ccc2nc(-c3cccs3)c(-c3cccs3)nc2c1 | 1.8 | -3.7 | 22.8 | 5.6 | -19.1
4 | CC(=O)N1CCN(S(=O)(=O)c2cccc(C(=O)N3CCN(S(=O)(=O)c4c(C)c(C)cc(C)c4C)CC3)c2)CC1 | 0.5 | -2.9 | 5.9 | -0.1 | -4.7
8 | CC(=O)c1cc2c(cc1NC(=O)CN(C)S(=O)(=O)c1cccs1)OCO2 | 0.2 | -1.7 | -2.3 | 0.1 | 9.3
9 | CCn1nc(NC(=O)c2cccs2)c2cc3ccccc3nc21 | 3.6 | -0.3 | -2.8 | 10.9 | -14.5
12 | COc1ccc(N2C(=S)N=C(Nc3cccc(C)c3)C23CCCCC3)cc1 | 0.0 | -0.2 | -5.3 | 0.4 | 5.3
13 | Cc1nc2ccccc2cc1C(=O)N/N=C/c1cccs1 | 0.3 | -0.5 | -3.6 | 0.5 | 2.7
15 | COc1ccc(NC(=O)CNc2ccccc2C(C)=O)cc1S(=O)(=O)N1CCOCC1 | 0.5 | 1.9 | 1.5 | 1.8 | 2.6
19 | COc1ccc(CCNC(=O)C2CCCN(S(C)(=O)=O)C2)cc1OC (stereo unspecified) | 0.4 | -0.7 | -0.7 | 2.2 | 3.4
20 | Cc1cc(C)c(NC(=O)CN(c2ccccc2)S(=O)(=O)N(C)C)c(C)c1 | 0.7 | 4.8 | 1.4 | 1.8 | -2.7
23 | CCC(=O)Nc1nc(C)c(-c2csc(Nc3cccc(O)c3)n2)s1 | -0.4 | 0.4 | 0.6 | -0.4 | 2.5

No. | M4 PAM | CHO-K1 Ca antag | CHRM4 antagonist | CHO-K1 Ca PAM
2 | 12.6 | -9.7 | -5.2 | 13.6
3 | -2.7 | 2.1 | 2.2 | 4.8
4 | -0.2 | 2.5 | 4.3 | -4.1
8 | 14.1 | -9.8 | -22.7 | -12.2
9 | -10.5 | -7.0 | -4.1 | 13.0
12 | 4.2 | -6.3 | -4.2 | 20.5
13 | 0.6 | 3.9 | 4.2 | -4.6
15 | 5.0 | -6.8 | 8.7 | -2.5
19 | 9.4 | -8.3 | -6.2 | 6.7
20 | 6.9 | -11.4 | -7.1 | 12.0
23 | -5.1 | 21.2 | -0.3 | -3.4

# Screens from PubChem.

# This is a random part of the collection. About 2.7% of those tested had a hit in this group.
